Bioassay records from PubChem.
PhoP inhibition: inhibitors of PhoP regulon expression, primary screen, Salmonella Typhimurium, GFP reporter (AID 1863); 300,000 tested, 0.16% active; S. Typhimurium PhoP-regulated promoter GFP reporter, 4 h; higher % means a stronger effect; inhibition, % at 50 µM, or IC50 in µM where a hit was titrated;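 active = inhibition over 29.93%, a cutoff 3 SD above the screen mean, later confirmed by dose response; inconclusive = inhibition over 29.93% but no dose response follow-up; inactive = inhibition at most 29.93% or unconfirmed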;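 also: 0% = low Mg2+ inducing control and 100% = high Mg2+ repressing control; strong numbers were not always called active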
LYP phosphatase: PTPN22 lymphoid phosphatase activity blockers – biochemical, fluorescence intensity, uHTS (AID 1779); 290,000 tested, 0.054% active; recombinant LYP phosphatase, fluorescence intensity; higher % means a stronger effect; inhibition, % at 11.5 µM; hits with a dose series show IC50 in µM; in the data active = inhibition above about 50%;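 also: plate controls were vehicle with enzyme for no effect and no enzyme for full effect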
Dengue-2 NS5 capping: flavivirus cap methylation enzyme inhibition – biochemical, confirmation dose response, primary screen (AID 588689) | Dengue-2 NS5 methyltransferase capping enzyme assay, biochemical; higher % means a stronger effect | one-dose inhibition, % at 25 µM; IC50 in µM for titrated hits | 340,000 tested, 0.3% active; in the data active = a potency from the dose series; inconclusive = inhibition above about 29% without an active follow-up result
Large T inhibition: TAg ATPase/helicase activity blockers – biochemical (AID 1903); SV40 large T antigen ATPase/helicase inhibition assay; higher % means a stronger effect; inhibition, % at 20 µM; hits with a dose series show IC50 in µM; 310,000 tested, 0.39% active; in the data active = a potency from the dose series; inconclusive = inhibition mostly from about 32% at the one dose, without a potency; inactive = the rest, 99 in 100 with inhibition below about 32%; also: strong numbers were not always called active
RSV antiviral HEp-2: RSV antiviral activity via CPE protection, HEp-2 cells, primary 10 µM value included (AID 2391). one-dose CPE inhibition, % at 10 µM; IC50 in µM for titrated hits. HEp-2 cells, RSV-induced CPE inhibition; higher % means a stronger effect. 310,000 tested, 0.13% active; in the data active = a potency from the dose series; inconclusive = CPE inhibition mostly from about 23% at the one dose, without a potency; inactive = the rest, 99 in 100 with CPE inhibition below about 21%; also: strong numbers were not always called active
GPR35 antagonists: inhibition of zaprinast-stimulated GPR35 beta-arrestin translocation – imaging, U2OS, beta-arrestin-GFP, zaprinast agonist, primary screen (AID 2058); U2OS GPR35 beta-arrestin-GFP translocation imaging, zaprinast antagonism; higher % means a stronger effect; inhibition, % at 10 µM; hits with a dose series show IC50 in µM; 290,000 tested, 0.052% active;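 active = inhibition of at least 50% with at least 30 cells and total cytoplasm GFP at most 10,000,000; inconclusive = under 30 cells or total GFP of 10,000,000 plus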
West Nile virus CPE: West Nile virus antiviral activity, cell-based, CPE readout (AID 1621) | West Nile virus-infected cells, CPE inhibition; higher % means a stronger effect | CPE inhibition, % at 10 µM; hits with a dose series show IC50 in µM | 290,000 tested, 0.02% active; in the data active = a potency from the dose series; inconclusive = CPE inhibition mostly from about 3.7% at the one dose, without a potency; inactive = the rest, 99 in 100 with CPE inhibition below about 2.2%; also: strong numbers were not always called active
CSM14.1 death rescue: rescue of cells from ER stress-induced death, primary screen, 384-well, CSM14.1, thapsigargin, ATP luminescence (AID 1222) | CSM14.1 thapsigargin-induced death rescue, ATP luminescence; higher % means a stronger effect | cellular ATP content (survival), % at 20 µM; hits with a dose series show EC50 in µM | 190,000 tested, under 10 active;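 active = EC50 below 50 µM in the dose-response confirmation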;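 also: death triggered by thapsigargin at about 15 µM added after 2 h compound pretreatment; cell ATP read after overnight thapsigargin exposure of roughly 18 to 22 hours; normalized against plate controls of thapsigargin alone and 5% DMSO vehicle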
Rac1 GTP hydrolysis: MgcRacGAP GTPase-activating activity inhibitors, confirmation, biochemical, ADP Hunter fluorescence; MgcRacGAP-stimulated Rac1 GTP hydrolysis, ADP Hunter fluorescence; higher % means a stronger effect; GST-tagged Rac1 F28L mutant substrate; inhibition, % at 30 µM; hits with a dose series show IC50 in µM; 340,000 tested, 0.6% active; AID 624330;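 active = first-screen hits whose inhibition reached a set limit at any dose in the follow-up dose series; inconclusive = inhibition above the set first-screen limit but never retested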;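 also: fluorescence reports GDP produced by GAP-driven GTP hydrolysis; strong numbers were not always called active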
The depositor's hits bear a star; ? = inconclusive; / = not tested or not shown.

canonical_smiles,PhoP inhibition,LYP phosphatase,Dengue-2 NS5 capping,Large T inhibition,RSV antiviral HEp-2,GPR35 antagonists,West Nile virus CPE,CSM14.1 death rescue,Rac1 GTP hydrolysis
CC(C)=C1C2CC2C2C(C(=O)O)C12 (centres undefined),-11%,-2%,-5%,-1%,2.2%,6%,0.2%,-0.3%,1%
S=C(c1ccc(-c2ccccc2Cl)o1)N1CCOCC1,2%,0%,3%,4%,14%,12%,-0.6%,0.8%,11%
CCN(CC)CCn1c(NC(=O)c2ccc(C)cc2)nc2ccccc21,3%,-5%,1%,6%,0.7%,-11%,-0.6%,/,15%
O=C(NCc1cccnc1)c1cc(Sc2cccc(Cl)c2)nc2ccccc12,10%,-2%,3%,10%,6.3%,10%,-1.1%,-1.0%,9%
NC(=O)CSc1nnc2ccc(-c3ccc(F)cc3)nn12,-4%,-8%,7%,7%,-0.9%,8%,0.0%,0.1%,11%
CC(C)(C)c1csc(NNC(=O)c2ccc(Cl)cc2)n1,-7%,-1%,/,3%,2.6%,4%,0.0%,/,/
CCN1C(=O)[C@H]2[C@@H](c3ccc(-c4ccc(OC)cc4)cc3)N[C@@](C)(C(=O)OC)[C@H]2C1=O,4%,/,-7%,27%,4.0%,/,/,/,7%
Cc1cc(C)n2nc(SCC(=O)Nc3ccccc3C)nc2n1,3%,-8%,6%,6%,0.3%,-1%,-0.7%,/,-14%
O=Cc1cc2ccccc2nc1SCc1ccc(Cl)cc1,-1%,-8%,1%,1%,4.6%,6%,1.0%,-1.8%,6%
Cc1nn(CC(=O)N2CCN(C)CC2)c(=O)c2ccccc12,7%,-11%,1%,8%,1.3%,1%,0.3%,-1.6%,7%
CCOc1ccccc1C1CC(=O)NC2=C1C(=O)CC(C)(C)C2 (centres undefined),0%,-11%,2%,-6%,0.2%,3%,0.0%,-1.5%,8%
O=C(c1ccc([N+](=O)[O-])s1)N1CCN(c2ccc(C(F)(F)F)cn2)CC1,-4%,0%,-1%,2%,3.4%,-5%,-0.6%,/,10%
Nc1c(C(=O)c2cccs2)sc2nsc(SCCN3CCCCC3)c12,-32%,-4%,?,4%,4.5%,24%,-1.1%,/,16%
COc1ccc(C2c3[nH]c4ccccc4c3CCN2C(=O)Cc2nonc2C)c(F)c1 (centres undefined),/,1%,-6%,-7%,20%,9%,2.7%,/,11%
Cc1c(C(=O)O)cccc1N1C(=O)Nc2ccccc2N1O,10%,-6%,-7%,1%,1.4%,-3%,0.1%,0.7%,3%
Cn1c(-c2ccccc2[N+](=O)[O-])[n+](C)c2ccccc21,-12%,-5%,-12%,11%,0.3%,8%,-0.4%,/,2%
CCC(C)NCCOCCOc1ccc(Cl)cc1Br (centres undefined),5%,-3%,-5%,-4%,-2.4%,8%,-0.1%,-2.9%,20%
CCN(Cc1nc2ccccc2n1C)c1ccccc1,5%,-10%,-5%,8%,1.6%,1%,-1.1%,/,0%
O=C(NCCN1CCOCC1)c1ccccc1-c1ccccc1,5%,-3%,-2%,12%,2.9%,-12%,0.0%,0.3%,0%
C=CCN(C(=O)c1ccc2c(c1)nnn2C)c1ccccc1,2%,-4%,3%,23%,0.5%,-7%,0.2%,/,-2%
CCNC(=S)N1CCc2ccccc2C1,8%,-5%,/,12%,-0.9%,-17%,-0.2%,-1.5%,/
C/C(=N\NC(=O)CNC(=O)C1COc2ccccc2O1)c1ccc(Cl)cc1 (centres undefined),-17%,-1%,1%,8%,3.2%,14%,-0.1%,/,-2%
CCOC(=O)c1sc(=NC(=O)CCS(=O)(=O)c2ccccc2)n(C)c1C,-6%,0%,4%,8%,0.4%,-23%,-1.4%,/,1%
CC(C)(C)SCCNS(=O)(=O)c1ccc(Cl)cc1,-5%,-8%,/,7%,-0.8%,15%,-1.2%,0.2%,/
CCOC(=O)c1nn(-c2ccc(C)cc2)c(=O)cc1OCC(=O)Nc1ccc(OC)cc1,-6%,/,1%,8%,1.2%,/,/,/,5%
O=C(CSc1ccccc1)NCCc1ccc(F)cc1,5%,-16%,-5%,1%,0.2%,4%,-0.1%,/,-2%
Cc1ccc(C)c(NC(=S)N2C3CCCC2CC(NC(=O)C2CC2)C3)c1 (centres undefined),2%,-8%,3%,-3%,1.2%,-10%,-0.4%,/,6%
CCOC(=O)c1sc2nc(C)nc(SCC(=O)N(CC)C3CCS(=O)(=O)C3)c2c1C (centres undefined),2%,-6%,-11%,11%,5.4%,-5%,-1.7%,/,-8%
O=C1CC(c2ccc(F)cc2)CC2=C1C(c1ccc([N+](=O)[O-])o1)Nc1ccccc1N2 (centres undefined),1%,8%,0%,10%,13%,5%,-0.1%,/,-7%
COc1ccc(-n2nc(C(=O)NCC(=O)N3CCN(Cc4ccccc4)CC3)c3ccccc3c2=O)cc1OC,-3%,-4%,-8%,-23%,2.0%,6%,0.7%,/,2%
CCc1ccc(CNC(=O)Cc2ccc(NC(=O)C3=C(C)OCCS3)cc2)cc1,0%,-18%,-5%,/,1.5%,7%,3.0%,/,11%
Nc1c(C(=O)N2CCCCC2)sc2nc3c(cc12)CCCC3,10%,-5%,1%,9%,2.0%,10%,-1.0%,/,2%
CC(C)C(NC(=O)OCc1ccccc1)C(=O)NC1CCCCC1 (centres undefined),4%,-3%,-11%,1%,0.8%,7%,-0.9%,0.4%,-2%
COc1cccc(N2CCN(C(=O)c3ccc(=O)oc3)CC2C)c1 (centres undefined),15%,-8%,5%,31%,-0.8%,-16%,0.2%,-0.9%,19%
COc1cc(C)nc(Oc2ccc(OCCOc3ccc(C)cc3)nn2)n1,3%,-7%,2%,3%,/,26%,-0.1%,0.6%,13%
Cc1c(NC(=O)C2(c3ccccc3)CCOCC2)c(=O)n(-c2ccccc2)n1C,-7%,-9%,0%,10%,2.6%,-14%,0.3%,-1.8%,-1%
O=C(O)C1=C[C@@H](C2CCCCC2)C[C@@H](OCCCCO)O1,-1%,-4%,-4%,-5%,2.1%,-9%,0.0%,0.6%,-3%
CC1=C(C)CC(C(=O)NNC(=O)c2csc3c2CCC(C(C)(C)C)C3)C(C(=O)O)C1 (centres undefined),-21%,5%,-5%,-3%,0.6%,1%,-0.6%,3.5%,12%
Cc1ccc(Cn2ccc(NC(=O)c3cc(-c4ccco4)on3)n2)cc1,3%,1%,-5%,4%,0.9%,-9%,0.5%,0.4%,10%
Cc1cc(NC(=O)CCC(=O)N(c2cccnc2)C(C(=O)NC2CCCC2)c2ccccc2)no1 (centres undefined),21%,0%,-4%,13%,2.8%,17%,-0.1%,1.2%,5%

Quoted at random: 2 records from the list, in no set order.
canonical_smiles,PhoP inhibition,LYP phosphatase,Dengue-2 NS5 capping,Large T inhibition,RSV antiviral HEp-2,GPR35 antagonists,West Nile virus CPE,CSM14.1 death rescue,Rac1 GTP hydrolysis
Nc1c(C(=O)N2CCCCC2)sc2nc3c(cc12)CCCC3,10%,-5%,1%,9%,2.0%,10%,-1.0%,/,2%
COc1cccc(N2CCN(C(=O)c3ccc(=O)oc3)CC2C)c1 (centres undefined),15%,-8%,5%,31%,-0.8%,-16%,0.2%,-0.9%,19%

(list continues)
canonical_smiles,PhoP inhibition,LYP phosphatase,Dengue-2 NS5 capping,Large T inhibition,RSV antiviral HEp-2,GPR35 antagonists,West Nile virus CPE,CSM14.1 death rescue,Rac1 GTP hydrolysis
COc1cc2cc(CN(Cc3cccs3)C(=S)Nc3ccccc3)c(=O)[nH]c2cc1OC,5%,-5%,-5%,18%,4.8%,-7%,-1.1%,16%,10%
O=C(NC(=S)Nc1cccc(Cl)c1N1CCCCC1)c1ccco1,-3%,-2%,-1%,3%,1.3%,4%,?,-1.8%,4%
O=C(NC1CC1)C1=C[C@@H](c2c[nH]c3ccccc23)C[C@@H](OCCCCO)O1,-6%,-4%,-6%,11%,1.4%,0%,1.1%,/,8%
COC1CCN(Cc2cn(Cc3ccccc3)nc2-c2cc3ccccc3o2)CC1,-8%,-5%,-12%,8%,-1.0%,-4%,-1.8%,-2.7%,10%
CC1CCN(C(=O)C(=O)c2cn(CC(=O)N3CCCCCC3)c3ccccc23)CC1,-3%,-4%,1%,18%,3.3%,4%,-0.8%,/,7%
Cc1cccc(NC(=O)NC2(C)CCS(=O)(=O)C2)c1 (centres undefined),4%,-6%,-6%,-1%,0.2%,26%,0.1%,/,4%
CC(C)CN(CC(C)C)C(=S)NC1CCCCC1,-13%,4%,5%,7%,1.4%,26%,-0.4%,-1.5%,2%
COc1ccc(C2C(C(=O)c3cccs3)=C(O)C(=O)N2Cc2cccnc2)cc1OC (centres undefined),-2%,-2%,-6%,7%,1.7%,22%,0.3%,2.2%,2%

Compounds shown so far containing a Cl atom, in the order listed:
canonical_smiles,PhoP inhibition,LYP phosphatase,Dengue-2 NS5 capping,Large T inhibition,RSV antiviral HEp-2,GPR35 antagonists,West Nile virus CPE,CSM14.1 death rescue,Rac1 GTP hydrolysis
S=C(c1ccc(-c2ccccc2Cl)o1)N1CCOCC1,2%,0%,3%,4%,14%,12%,-0.6%,0.8%,11%
O=C(NCc1cccnc1)c1cc(Sc2cccc(Cl)c2)nc2ccccc12,10%,-2%,3%,10%,6.3%,10%,-1.1%,-1.0%,9%
CC(C)(C)c1csc(NNC(=O)c2ccc(Cl)cc2)n1,-7%,-1%,/,3%,2.6%,4%,0.0%,/,/
O=Cc1cc2ccccc2nc1SCc1ccc(Cl)cc1,-1%,-8%,1%,1%,4.6%,6%,1.0%,-1.8%,6%
CCC(C)NCCOCCOc1ccc(Cl)cc1Br (centres undefined),5%,-3%,-5%,-4%,-2.4%,8%,-0.1%,-2.9%,20%
C/C(=N\NC(=O)CNC(=O)C1COc2ccccc2O1)c1ccc(Cl)cc1 (centres undefined),-17%,-1%,1%,8%,3.2%,14%,-0.1%,/,-2%
CC(C)(C)SCCNS(=O)(=O)c1ccc(Cl)cc1,-5%,-8%,/,7%,-0.8%,15%,-1.2%,0.2%,/
O=C(NC(=S)Nc1cccc(Cl)c1N1CCCCC1)c1ccco1,-3%,-2%,-1%,3%,1.3%,4%,?,-1.8%,4%
